DRD3 antagonist: antagonists of human D3 dopamine receptor | D3R cells, DiscoveRx beta-arrestin luminescence, antagonist mode; active compounds read low | 360,000 compounds, 2.5% hits | max response, negative = inhibition, % | AID 652054 | P35462; in the data active = max response below about -50%; inconclusive = no clear call, values can overlap the other calls; also: % is scaled to controls: 0 for no effect and ±100 for the full control effect; mostly tested at two doses, the higher about 12 µM
Target sequence (P35462 whole entry, looked up): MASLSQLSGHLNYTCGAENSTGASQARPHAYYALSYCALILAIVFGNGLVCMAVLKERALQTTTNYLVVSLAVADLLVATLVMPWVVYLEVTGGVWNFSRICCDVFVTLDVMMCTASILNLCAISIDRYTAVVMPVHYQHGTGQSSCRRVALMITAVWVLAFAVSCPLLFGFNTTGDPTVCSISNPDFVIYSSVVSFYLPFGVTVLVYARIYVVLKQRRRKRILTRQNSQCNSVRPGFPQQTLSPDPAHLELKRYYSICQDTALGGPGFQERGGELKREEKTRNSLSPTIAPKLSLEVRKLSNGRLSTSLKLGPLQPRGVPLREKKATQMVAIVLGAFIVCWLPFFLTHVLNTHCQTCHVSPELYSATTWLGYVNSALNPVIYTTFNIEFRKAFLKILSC
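Cells plated overnight at 1500 cells/well, then exposed to library compounds with dopamine controls for 90 minutes at 37 degrees C. DiscoveRx reagent added for 30–60 minutes at room temperature; luminescence read, quantitative HTS format.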
GLP-1R agonist: activates the human GLP-1 receptor; AID 624172; P43220; 380,000 compounds, 0.007% hits; HEK293 GLP-1R CRE-luciferase, luminescence, 4-6 h; cells express a hypersensitive GLP-1R form; Potency, µM (highest dose often 45.6 µM), inactives show at the top dose activation, usual class: activators; also: potency is read from the fitted curve at half-maximal effect; % of control where 0% means no effect
TDP-43 yeast inh: TDP-43 toxicity inhibition in yeast | TDP-43 expressing yeast growth rescue, BacTiter-Glo, 24 h | Potency, µM (series often up to 46.1 µM), inactives show top-dose growth rescue (activation), hits mostly activators | 410,000 compounds, 1.8% hits; also: potency is read from the fitted curve at half-maximal effect; % of control where 0% means no effect; nearly all actives have a fitted effect of over 50% in size
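Yeast expressing TDP-43 (pregrown in raffinose, seeded at OD600=0.02 in galactose medium) exposed to compounds 24 hr at 30 deg C. Growth read by BacTiter-Glo luminescence; rescue of toxicity appears as increased signal.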
GLP1R inv ag: GLP-1 receptor (human) inverse agonism; AID 624417; P43220; Potency, µM (highest dose often 38.3 µM), inactives show at the highest dose activity change, negative = inhibition, most hits filed as inhibitors; HEK293 GLP-1R CRE-luciferase, luminescence, 24 h; GLP-1R form is constitutively active; 410,000 compounds, 1.6% hits; also: potency is read from the fitted curve at half-maximal effect; % is scaled to controls: 0 for no effect and ±100 for the full control effect; nearly all actives have a fitted effect of over 55% in size
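Inverse agonism was detected as reduced cAMP-driven luciferase luminescence after 24 h compound treatment. The cells were HEK293 clones expressing constitutively active human GLP-1R with the reporter. Reporter-only and GPR119 cell lines served as counterscreen controls.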
PTHR1 agonist: activates the human parathyroid hormone receptor PTHR1 | 410,000 compounds, 0.075% hits | AID 743266 | Q03431 | Potency, µM (highest dose often 115 µM), without a hit: top-dose activation, usual class: activators | HEK293 GP2 PTHR1 cells, GloSensor cAMP luminescence, 1 h; also: potency is read from the fitted curve at half-maximal effect; nearly all actives have a fitted effect of over 55% in size; some results filed as inactive show a strong effect at the top dose; inactives centre near -15; many of its hits are not listed in these tables
Target sequence (Q03431 whole entry, looked up): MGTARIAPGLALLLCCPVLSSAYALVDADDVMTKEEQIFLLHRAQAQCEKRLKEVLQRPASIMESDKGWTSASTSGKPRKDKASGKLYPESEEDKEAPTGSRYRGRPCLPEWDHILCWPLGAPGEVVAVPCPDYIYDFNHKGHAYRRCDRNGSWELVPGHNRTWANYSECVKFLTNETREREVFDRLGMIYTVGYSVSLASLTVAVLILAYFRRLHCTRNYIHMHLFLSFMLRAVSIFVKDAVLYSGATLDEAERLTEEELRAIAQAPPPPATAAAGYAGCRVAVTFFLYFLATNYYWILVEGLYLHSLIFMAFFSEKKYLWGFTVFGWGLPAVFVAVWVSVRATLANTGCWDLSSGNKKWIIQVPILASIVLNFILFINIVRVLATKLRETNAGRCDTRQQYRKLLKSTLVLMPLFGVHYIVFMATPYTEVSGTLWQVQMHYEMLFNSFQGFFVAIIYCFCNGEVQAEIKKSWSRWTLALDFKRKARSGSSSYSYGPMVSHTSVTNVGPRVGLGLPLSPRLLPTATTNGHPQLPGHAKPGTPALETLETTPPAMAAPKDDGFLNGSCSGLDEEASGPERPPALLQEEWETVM
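HEK-293-derived GP2 cells expressing PTHR1 and a GloSensor cAMP reporter, 3,000/well, plated overnight, given luciferin plus IBMX (each 0.5 mM as added) for 1 h at 37 °C, then compound for 1 h at 37 °C. Luminescence was read after 15 min at room temperature.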
Abeta rescue: restores growth of yeast expressing A-beta42 peptide; Potency, µM (doses to about 46.1 µM), inactives show at the highest dose growth rescue, usual class: activators; 410,000 compounds, 0.063% hits; yeast expressing A-beta42, growth rescue, OD600, 48 h; response scale: 0% DMSO, 100% iron-clioquinol control; AID 1347071; also: potency is read from the fitted curve at half-maximal effect; nearly all actives have a fitted effect of over 55% in size
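Growth rescue measured by 600 nm absorbance after 48 h yeast culture at 30 C with compound. Values normalized between DMSO and an equimolar ferric chloride plus clioquinol control.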
FUS yeast rescue: FUS proteinopathy suppression in yeast. S. cerevisiae FUS-expressing, growth rescue, OD600, 24 h. Potency, µM (top dose mostly 76.6 µM), without a hit: at the top dose growth rescue (activation), most hits filed as activators. 390,000 compounds, 0.24% hits. AID 1347120;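 also: potency is read from the fitted curve at half-maximal effect; plate controls were DMSO vehicle for no effect and reference control for full effect; nearly all actives have a fitted effect of over 55% in size; some results filed as inactive show a strong effect at the top dose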
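Yeast expressing FUS under galactose induction, OD 0.005 in 2% galactose medium; compounds in a dilution series, 24 h at 30C. Growth rescue by absorbance at 600 nm; CP55940 positive control, DMSO negative.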
aSyn yeast inh: rescues yeast growth from alpha-synuclein toxicity. Yeast expressing alpha-synuclein, growth rescue, BacTiter-Glo, 24 h. 370,000 compounds, 0.14% hits. Potency, µM (doses to about 46.1 µM), for inactives: top-dose growth rescue (activation), hits mostly activators; also: potency is read from the fitted curve at half-maximal effect; % of control where 0% means no effect; nearly all actives have a fitted effect of over 65% in size
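Screening used galactose-induced yeast with toxic alpha-synuclein levels, exposed to compound for 24 hr at 30 deg C. Cell growth, read with BacTiter-Glo luminescence, gave the measured signal.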
pAkt inh: inhibitors of Akt phosphorylation; activity change, % for hits at 50 µM; 360,000 compounds, 0.32% hits; Neuro2A IGF-stimulated pAkt S473 HTRF, 20 min; active compounds read low; in the data active = activity change below about -80%; inconclusive = mostly about -51% to -80%; also: % is scaled to controls: 0 for no effect and ±100 for the full control effect
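Neuro2A cells (4,500/well, DMEM with 0.5% FBS) were treated with compound at a single 50 µM final concentration, stimulated with 6 nM IGF for 20 min at 37 °C, and lysed. Phospho-Akt Ser473 was read by HTRF as 665/615 ratio ×10^4.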
* marks the source's active call; other numbers are inactive results; i = inactive; ? = inconclusive; · = not tested or not shown; [ ] = another dose, or the depositor's remark. Unless noted, calls follow the shape of the dose curve; as a rule, active = well fitted curve in the direction sought with a large enough effect; inconclusive = small, poorly fitted or top-dose-only effect, or another doubt; inactive = no such curve, though single readings can be large; an effect the other way counts as inactive or inconclusive. This is a subset; rates above refer to the full screens.

SMILES	DRD3 antagonist	GLP-1R agonist	TDP-43 yeast inh	GLP1R inv ag	PTHR1 agonist	Abeta rescue	FUS yeast rescue	aSyn yeast inh	pAkt inh
O=C(N1CCOCC1)N1CCN(S(=O)(=O)N2CCOCC2)CC1	8	-4%	2%	1%	i	14%[9.22 µM]	-29%	1%	i
COc1ccc(-c2c3c(nc4sc(C(=O)Nc5ccc(Cl)cc5)c(N)c24)CC(C)(C)CC3=O)cc1	·	·	1%	6%	15%	-13%	17%	·	·
Cn1c(=O)c2cc(NC(=S)NCc3ccccc3F)ccc2n1Cc1ccc(F)cc1	-1	1%	17%	?	-11%	-12%	10%	-9%	i
COc1ccc(F)cc1S(=O)(=O)NCc1ccccc1	-4	-4%	22%	-5%	i	4%	-20%	2%	i
CCS(=O)(=O)N1N=C(c2cccc(NS(C)(=O)=O)c2)CC1c1ccccc1 (configuration not stated)	4	14%	-11%[9.22 µM]	16%	i	-6%	15%	3%	i
O=C(N/N=C/c1cccc(O)c1)c1cc(-c2ccc3c(c2)OCO3)n[nH]1	24	7%	11%	?	-32%[inhibitor]	3%	-23%	-2%	i
COc1ccccc1NS(=O)(=O)c1cc([N+](=O)[O-])ccc1N/N=C/c1sc(N2CCOCC2)nc1-c1ccccc1	-84*	5%	-1%	-17%	i	-10%	10%	-3%	i
CSc1cccc(NC(=O)CN2C(=O)COc3ccc(Cl)cc32)c1	·	·	8%	?	i	-23%	20%	·	·
C=CCn1c(=O)c2ccccc2n2c(SCC(=O)N(C)C)nnc12	6	12%	3%	-2%	i	-12%	2%	2%	i
CC1CCCC(NC(=O)COC(=O)Cc2c[nH]c3ccccc23)C1C (configuration not stated)	19	2%	12%	-4%	i	7%	18%	3%	i
CCCN(CCC)Cc1cc(=O)oc2cc(C)cc(C)c12	9	9%	16%	-10%	-23%	-8%	3%	-6%	i
O=c1[nH]c2cc3c(cc2cc1C(c1nnnn1Cc1ccccc1)N1CCCCCC1)OCCO3 (configuration not stated)	-19	-5%	-8%	7%	i	14%	21%	8%	i
CCCCC[C@H](C)N1C[C@H](COCc2ccccc2)Oc2cc(N3CCC[C@@H]3COC)ccc2S1(=O)=O	12	0%	22%	?	i	8%	14%	7%	i
COc1cc2c(cc1OC)CN(C(=O)C1CCCN1S(=O)(=O)c1ccc(F)cc1)CC2 (configuration not stated)	-9	8%	6%	0%	?	-16%	16%	-1%	i
O=C(CN1CCCC1)Nc1c(Cl)cccc1Cl	-4	-1%	-7%	-3%	i	?	23%	0%	i

Quoted at random: 3 compounds from above, in no set order.
SMILES	DRD3 antagonist	GLP-1R agonist	TDP-43 yeast inh	GLP1R inv ag	PTHR1 agonist	Abeta rescue	FUS yeast rescue	aSyn yeast inh	pAkt inh
O=C(N/N=C/c1cccc(O)c1)c1cc(-c2ccc3c(c2)OCO3)n[nH]1	24	7%	11%	?	-32%[inhibitor]	3%	-23%	-2%	i
O=C(N1CCOCC1)N1CCN(S(=O)(=O)N2CCOCC2)CC1	8	-4%	2%	1%	i	14%[9.22 µM]	-29%	1%	i
COc1ccc(-c2c3c(nc4sc(C(=O)Nc5ccc(Cl)cc5)c(N)c24)CC(C)(C)CC3=O)cc1	·	·	1%	6%	15%	-13%	17%	·	·

Back to the main list; the four compounds before the break are reprinted first.
SMILES	DRD3 antagonist	GLP-1R agonist	TDP-43 yeast inh	GLP1R inv ag	PTHR1 agonist	Abeta rescue	FUS yeast rescue	aSyn yeast inh	pAkt inh
O=c1[nH]c2cc3c(cc2cc1C(c1nnnn1Cc1ccccc1)N1CCCCCC1)OCCO3 (configuration not stated)	-19	-5%	-8%	7%	i	14%	21%	8%	i
CCCCC[C@H](C)N1C[C@H](COCc2ccccc2)Oc2cc(N3CCC[C@@H]3COC)ccc2S1(=O)=O	12	0%	22%	?	i	8%	14%	7%	i
COc1cc2c(cc1OC)CN(C(=O)C1CCCN1S(=O)(=O)c1ccc(F)cc1)CC2 (configuration not stated)	-9	8%	6%	0%	?	-16%	16%	-1%	i
O=C(CN1CCCC1)Nc1c(Cl)cccc1Cl	-4	-1%	-7%	-3%	i	?	23%	0%	i
COc1ccc(CCNC(=O)C2CC3Cn4c(nc5ccccc54)C3N2Cc2ccccc2)cc1 (configuration not stated)	24	-4%	11%	?	i	15%	1%	5%	i
O=[N+]([O-])c1ccc(COc2cccnc2)cc1	7	11%	16%[9.22 µM]	15%	-30%[inhibitor]	8%	-2%	2%	i
CC(=O)Nc1ccc(Cl)cc1C1COC(=O)C1=N (configuration not stated)	-1	-11%	1%	9%	i	4%	·	-11%	i
C/C(CC(=O)N1CCN(C=O)CC1)=N\NC(=O)c1cc2ccccc2cc1O	-16	-23%	7%	?	-14%	-55%[inhibitor]	·	3%	i
O=C(NCCN1CCOCC1)c1ccc(Cl)cc1[N+](=O)[O-]	-5	-10%	-10%	0%	-4%[57.5 µM]	12%	4%	1%	i
C=CCNc1ncnc2sc(SC)nc12	12	0%	10%	23%	-13%	-4%	23%	-3%	i
CN(C)/C=C1/C=C(c2ccccc2)OC1=O	-24	3%	-6%	0%	i	4%	22%	11%	i
Cc1c(C(=O)N/N=C/C(C)C)[nH]c2ccc([N+](=O)[O-])cc12	-13	0%	-2%	-27%	i	7%	26%	-1%	i
CC1(C(=O)Nc2nc3ccccc3s2)CC1(Br)Br (configuration not stated)	0	?	10µM*	-50%	16%	?	-17%	8%	i
COc1cccc(NC(=O)[C@H](CC(C)C)NC(=O)[C@@H]2Cc3ccccc3CN2)c1	-29	-6%	-8%	12%	-6%	3%	8%	-7%	i
CCC(=O)N1CCc2cc(Br)cc(S(=O)(=O)NCc3cccc(OC)c3)c21	·	1%	20%	0%	-22%	-1%	-9%	·	·
CN1C2CCC1CC(NC(=O)CSc1ccc(C(C)(C)C)cc1)C2 (configuration not stated)	-15	10%	1%	?	-23%	11%	2%	-2%	i
O=C(CC(=O)c1ccccc1)Nc1ccc([N+](=O)[O-])cc1	-10	11%	-6%	?	-24%	-4%	18%	-14%	i
O=C(NNS(=O)(=O)c1ccccc1)c1ccc([N+](=O)[O-])cc1	3	-3%	-11%	20%	17%	-2%	-37%	1%	i
COc1ccc(OC)c(NC(=O)C(CC(=O)O)Cc2ccc(Cl)cc2)c1 (configuration not stated)	-1	23%	11%	3%	i	-2%	-4%	3%	i
O=C(CCN1CCN(c2ccccc2)CC1)NNC(=O)Cc1c(F)cccc1Cl	0	-10%	-7%	-21%	i	1%	7%	-5%	i
CN1CCN(NC(=S)NC(C)(C)CC(C)(C)C)CC1	0	6%	3%	-26%	i	-1%	-22%	0%	i
O=C(NCCO)C(=O)NCC1OCCCN1S(=O)(=O)c1cccs1 (configuration not stated)	0	5%	0%	8%	-5%	-7%	4%	-3%	i
COc1cc(C2NC(=O)NC(C)=C2C(=O)OC(C)(C)C)ccc1OCC(=O)O (configuration not stated)	-24	-8%	-3%	-4%	-21%	9%	11%	0%	i
C[C@H](CO)N1C[C@H](C)[C@@H](CN(C)C(=O)Nc2ccc(C(F)(F)F)cc2)Oc2ccc(NC(=O)Nc3ccc(C(F)(F)F)cc3)cc2C1=O	0	-5%	?	?	-17%	6%	?	2%	i
N#CCSc1ccccc1NC(=O)COC(=O)C1CCN(C(=O)c2ccc(Cl)cc2)CC1	21	-1%	4%	11%	-31%[inhibitor]	7%	-44%	4%	i
COC(=O)c1cccnc1-n1c(=O)c2cccnc2n(CC(=O)Nc2ccccc2F)c1=O	·	·	6%	4%	-8%	-9%	17%	·	·
CN(C)CCC(C(=O)c1ccccc1)c1ccncc1 (configuration not stated)	23	-8%	28%	-11%	i	15%	-1%	11%	i
Cc1ccc(-c2cc(C(=O)N/N=C/c3ccco3)n[nH]2)s1	2	2%	0%	21%	-11%	26%	·	1%	i
COc1ccc(-c2cn3cc(C)ccc3n2)cc1F	-10	-2%	2%	?	-38%[inhibitor]	-21%	-5%	30%	i
COc1ccc(C(=O)COc2cccc(NC(=O)c3ccco3)c2)cc1	21	1%	23%	2%	-42%[inhibitor]	8%	29%	1%	i
C/C(N)=C(\C#N)C(=O)NCc1ccccn1	0	-7%	3%	0%	i	3%	-14%	2%	i
CCc1nnc(NC(=O)CSc2ncnc3c2oc2ccccc23)s1	5	6%	7%	0%	i	-7%	-20%	2%	i
CCOc1ccc2nc(NC(=O)c3cc(=O)c4ccc(C)cc4o3)sc2c1	·	·	20%	1%	-13%	0%	30%	·	·

High-throughput results: PubChem BioAssay, National Center for Advancing Translational Sciences (NCATS)
